NR2E3 ag-1: inhibitors of NR2E3-RetCOR corepressor binding, primary screen, NR2E3 agonist project, biochemical, TR-FRET, GST-NR2E3, biotin-RetCOR. Photoreceptor-specific nuclear receptor (Homo sapiens), Q9Y5X4. 1536-well. inhibition of corepressor binding, % at 4.78 µM. actives 0.12% (n = 320,000). AID 2300, 2010;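 active = percent inhibition above the cutoff of mean plus 3 SD of all tested compounds, set per screening campaign, cut at about 20% in these data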;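 note: 0% = DMSO wells and 100% = biotin wells as full block of FRET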
Target sequence (Q9Y5X4 whole entry, looked up): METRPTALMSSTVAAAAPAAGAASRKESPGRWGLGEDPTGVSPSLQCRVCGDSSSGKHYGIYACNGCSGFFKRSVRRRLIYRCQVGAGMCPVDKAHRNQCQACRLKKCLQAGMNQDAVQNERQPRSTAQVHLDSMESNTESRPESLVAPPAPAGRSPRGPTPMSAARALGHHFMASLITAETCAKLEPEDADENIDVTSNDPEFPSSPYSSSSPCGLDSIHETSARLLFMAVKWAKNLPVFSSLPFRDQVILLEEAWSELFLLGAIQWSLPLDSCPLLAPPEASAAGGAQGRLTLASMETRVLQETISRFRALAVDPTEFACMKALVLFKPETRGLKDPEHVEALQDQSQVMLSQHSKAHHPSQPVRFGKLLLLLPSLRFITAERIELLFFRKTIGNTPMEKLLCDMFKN
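Material – GST-tagged NR2E3 plus biotinylated RetCOR corepressor · Quantity – NR2E3 fusion 1.35 nM · Times – 5 h incubation at 4 °C · Medium – pH 7.5 Tris-based buffer · Technique – TR-FRET, Eu(K)-anti-GST donor, streptavidin-D2 acceptor, ex 340, em 617/671 nm · Benchmarks – high control biotin, low control 0.6% DMSO · Format – 1536-well plates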
HIF-2a block: HIF-2a reporter inhibitors, primary screen, luminescence, 786-0 RCC cells; actives 0.72% (n = 360,000); 786-0 RCC cells HIF-2a reporter, luciferase luminescence, overnight; inhibition, % at 18.8 µM;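 active = inhibition of the luminescence signal of 40% or more relative to plate controls, in a single-dose primary screen at 18.75 µM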
Cardio protect: cardioprotection against H2O2-induced cell death, primary screen, uHTS, H9c2 cells, ATPLite luminescence; H9c2 cardiomyocytes, H2O2 injury protection, 2 h; protection from H2O2 cell death, % at 20 µM; actives 0.63% (n = 360,000); AID 588492, 2011;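 active = compounds giving at least 50% protection of heart cells from peroxide-induced death in the single-dose screen, raw or plate-pattern-corrected value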;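 note: 0% = DMSO wells with peroxide and 100% = DMSO wells without peroxide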
CaV13 FRET inh: Primary screen for inhibitors of IQ motif and Ca2+-dependent inactivation inhibitor domain binding in CACNA1D, Förster resonance energy transfer in living cells, …. HEK cells, CFP/YFP FRET ICDI-IQ, plate reader, 10 min; percent FRET-ratio fall versus neutral wells. inhibition, % at 12.3 µM. actives 0.098% (n = 340,000). AID 743397;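 active = mean replicate inhibition of at least 30% and at least 1% of replicates passing that level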;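 note: 0% = median of the neutral control wells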
Shn3 3UTR inh: reduction of Shn3 3'UTR firefly luciferase signal, primary screen, Schnurri-3 inhibitor project, cell-based, Clone20 osteoblasts, set 2; inhibition, % at 12.5 µM; AID 588674, 2011; Clone20 osteoblast Shn3 3'UTR firefly luciferase, 24 h; actives 0.52% (n = 360,000);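 active = mean inhibition of at least 75% with every replicate also reaching 75%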;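 note: 0% = median of neutral control wells and 100% = pilot-screen positive control compound; some compounds past the cut are filed as inactive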
PDI turbidity: inhibitors of human PDI, primary screen, biochemical, turbidity, single point, plate reader; inhibition, % at 10 µM; PDI insulin aggregation turbidity, A650, 90 min; actives 0.052% (n = 350,000);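 active = mean inhibition across replicates of 30% or more, whatever share of single replicates reach that level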;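 note: absorbance from insulin aggregation driven by PDI reduction with DTT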
Target sequence (P07237 whole entry, looked up): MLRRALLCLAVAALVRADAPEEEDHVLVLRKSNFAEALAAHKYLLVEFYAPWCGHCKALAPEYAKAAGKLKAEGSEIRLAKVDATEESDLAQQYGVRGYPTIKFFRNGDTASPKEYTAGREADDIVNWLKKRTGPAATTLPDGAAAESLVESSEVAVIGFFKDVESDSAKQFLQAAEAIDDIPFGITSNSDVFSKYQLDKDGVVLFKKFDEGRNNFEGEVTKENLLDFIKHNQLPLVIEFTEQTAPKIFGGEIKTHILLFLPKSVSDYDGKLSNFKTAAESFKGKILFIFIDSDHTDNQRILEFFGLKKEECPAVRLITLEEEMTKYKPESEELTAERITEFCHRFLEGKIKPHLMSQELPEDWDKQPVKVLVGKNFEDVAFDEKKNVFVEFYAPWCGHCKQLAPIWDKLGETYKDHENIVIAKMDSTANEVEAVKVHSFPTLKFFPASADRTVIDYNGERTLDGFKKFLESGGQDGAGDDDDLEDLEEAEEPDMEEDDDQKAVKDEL
NR2E3 ag-2: NR2E3 agonists in two-hybrid cells, primary screen, cell-based, luminescence, CHO-S, Gal4-NCOR/VP16-NR2E3; luciferase; AID 602229, 2012; inhibition of corepressor binding, % at 3.98 µM; actives 0.35% (n = 360,000);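 active = inhibition above the mean of all tested compounds plus 3 SD, cut at about 70% in these data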;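 note: 0% = DMSO with NR2E3 transfected cells and 100% = cells lacking NR2E3 construct; higher means lower luciferase signal from less NR2E3 corepressor binding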
m5-HT2A agonist: mouse Htr2a agonists via beta-arrestin recruitment, primary screen, cell-based, luminescence | 5-hydroxytryptamine receptor 2A (Mus musculus), P35363 | CHO-K1 mHTR2A beta-arrestin complementation; percent of 30 µM serotonin response | activation, % at 7.6 µM | actives 0.66% (n = 360,000);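 active = activation above a run cutoff, the mean activation of all tested compounds plus 3 SD, cut at about 14% in these data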;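 note: 0% = plate median of compound wells and 100% = 30 µM serotonin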
TRPM1 prom inh: inhibitors of MITF-dependent TRPM1 promoter reporter, primary screen, cell-based, SK-MEL-5, single point, luciferase | SK-MEL-5 TRPM1 promoter luciferase, 24 h | inhibition, % at 12.5 µM | actives 0.83% (n = 330,000) | AID 488899, 2010;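 active = mean inhibition across replicates of 60% or more, whatever share of single replicates reaches that level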; note: values of inactives mirror those of a sister screen read the other way
iPSC survival up: enhancers of single-cell hiPSC survival, primary screen, ATPlite luminescence; 100% = ROCK inhibitor wells, 0% = DMSO; survival enhancement, % at 20 µM; actives 0.044% (n = 360,000); in the data active = survival enhancement above about 18%;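 note: cells exposed to compounds for 16 hours before the ATP read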
Peg3 promoter: Peg3 promoter-driven luciferase inhibitors, primary screen, cell-based, HeLa, luciferase luminescence | HeLa PEG-Prom luciferase reporter, overnight | inhibition, % at 20 µM | actives 1.7% (n = 360,000) | AID 588405, 2011;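 active = inhibition of at least 50% at 20 µM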
An asterisk follows results filed as active; . = not tested or not shown.

SMILES | NR2E3 ag-1 | HIF-2a block | Cardio protect | CaV13 FRET inh | Shn3 3UTR inh | PDI turbidity | NR2E3 ag-2 | m5-HT2A agonist | TRPM1 prom inh | iPSC survival up | Peg3 promoter
Cc1ccc(CNC(=O)c2cccc3c2C(=O)c2ccc(N4CCCCC4)cc2S3(=O)=O)cc1 | 3 | -83 | -6 | -41 | 9 | 1 | -2 | 9 | . | -1.2 | -55
CC(C)CC(c1nnnn1Cc1ccccc1)N1CCC(C(N)=O)CC1 (stereo not given) | 2 | 17 | 7 | -5 | 16 | 0 | -9 | 4 | 4 | 1.1 | -6
COc1cc(-c2cc(OC)c(O)c(OC)c2)cc(OC)c1O | . | 1 | -13 | -5 | -16 | -5 | -36 | -2 | 5 | 0.7 | 2
N#CCCN1CCN(Cc2ccccc2)CCC1=O | -2 | 14 | -3 | -4 | -8 | -2 | 5 | -4 | -6 | -2.5 | -9
COCCNC(=O)COc1ccccc1Cl | 0 | -28 | 24 | . | -10 | 13 | 4 | 2 | -3 | 6.9 | -10
COc1cccc(N2CCN(c3ccc4nnc(CCC(=O)N5CCN(C)CC5)n4n3)CC2)c1 | 0 | 4 | 2 | -6 | 0 | -1 | -64 | 4 | 0 | -0.3 | -18
O=C(Nc1ccc(F)cc1)c1c(Cl)nc2ccccn12 | -1 | -158 | -1 | -4 | -27 | -2 | -92 | 0 | -33 | -0.6 | -111
O=C(Nc1ccccc1)N1CCCN(c2nccc(C(F)(F)F)n2)CC1 | 0 | 7 | -2 | -20 | -8 | -3 | -14 | 2 | 11 | -0.1 | -15
CCc1ccccc1NC(=O)COC(=O)C1CC(=O)N(c2ccc(F)cc2)C1 (stereo not given) | 1 | 23 | 5 | -5 | -14 | -9 | -5 | -3 | -2 | 3.3 | -2
O=C(NCc1ccco1)c1cc(C(=O)C2CCCCC2)c[nH]1 | 4 | -33 | 4 | -6 | -16 | -10 | 10 | -2 | -5 | 4.1 | -12
CN(CC(=O)Nc1ccc(F)c(F)c1F)C(=O)CC1CCCCC1 | 3 | 15 | 6 | -2 | 15 | 12 | 18 | -6 | -1 | -0.3 | 10
C=CCNc1nc(NCc2ccc(NC(C)=O)cc2)c2sc(-c3ccccc3)cc2n1 | . | -63 | -19 | -6 | -9 | -4 | -84 | -2 | . | -2.2 | -116
Cc1ccc(NC(=O)CSc2ccccn2)cc1S(=O)(=O)N1CCOCC1 | 5 | 14 | 6 | -9 | 23 | 5 | 2 | -1 | 1 | -0.9 | 3
CCOC(=O)C1=C(c2ccccc2)N2CCS(=O)(=O)N=C2S1 | 1 | 2 | -2 | -4 | 9 | -10 | 10 | 8 | 5 | -1.7 | 6
CCC1CCc2sc(C(=O)N(C)CC(=O)Nc3ccc(N4CCOCC4)cc3)cc2C1 (stereo not given) | 0 | -16 | -11 | -6 | -11 | -5 | -8 | -4 | 4 | -0.4 | -6
O=C(c1ccc2nccnc2c1)N1CCCC(Nc2ccc(F)c(F)c2)C1 (stereo not given) | 3 | 2 | 4 | -6 | -11 | 2 | -21 | -5 | 0 | -0.5 | -1
O=C(Cc1ccccc1)NN1C(=O)c2ccccc2C1=O | -1 | 8 | 3 | 0 | -8 | 8 | 2 | -3 | -3 | 1.4 | 18
COc1ccc(C)cc1Cn1nnc2ccccc21 | -1 | -2 | 0 | -10 | -1 | -5 | -14 | 1 | 0 | -1.6 | -7
Cc1nc2ccccn2c1C(=O)NC1CCCC1 | 2 | 13 | -1 | -19 | -8 | 6 | -4 | 2 | 2 | 0.1 | 2
COc1ccc(Nc2nc(N)c3ccccc3n2)c(OC)c1 | . | -259 | -12 | 0 | -68 | 12 | -109 | -7 | -85 | 0.0 | -238
COc1ccc(C)cc1-n1nnnc1SCc1cn2ccsc2n1 | 0 | 7 | -4 | . | 11 | -1 | -14 | 2 | 12 | 4.0 | 14
COc1ccc(/C=C2\SC(=S)N(CCC(=O)Nc3ccc(O)cc3)C2=O)cc1 | -2 | 25 | -4 | -2 | -26 | 3 | 6 | 2 | -9 | 0.1 | 2
Cc1n[nH]c(C)c1Cc1ccc(C(=O)O)cc1 | 2 | 0 | -2 | -2 | 5 | 11 | 4 | 6 | -1 | 0.1 | -54
Cc1nn(-c2ccc(C(=O)OC(C)C)cc2)c(C)c1[N+](=O)[O-] | 0 | -153 | -1 | -19 | -32 | -1 | -23 | 1 | -37 | -0.3 | -128
Cc1ccc(CN2CC(C(=O)N3CC(C)CC(C)C3)CC2=O)cc1 (stereo not given) | 1 | 6 | -4 | -4 | 14 | -3 | 1 | 2 | -10 | 0.8 | -9
O=C(CSc1nnc(C2CC2)n1CC1CCCO1)Nc1ccccc1Cl (stereo not given) | 7 | 13 | 2 | -4 | 1 | -2 | 9 | 5 | 1 | -0.2 | 11
Cc1cc(/C=C2/NC(=O)NC2=O)c(C)n1-c1ccc(N2CCOCC2)cc1 | -2 | -10 | 5 | -3 | 7 | 18 | 1 | 0 | 5 | 4.7 | 11
Cn1cnnc1SCC(=O)OCN1C(=O)c2ccccc2C1=O | -2 | 14 | 1 | -1 | 6 | -1 | -24 | -3 | 5 | 1.7 | 3
COc1ccccc1NC(=O)COC(=O)c1ccc2c(c1)OCCO2 | 4 | -10 | -2 | -6 | -15 | -9 | -23 | -3 | -10 | 0.0 | -27
Cc1ccc(-n2c(C)cc(C(=O)CN3CCOCC3)c2C)cc1 | 2 | -167 | -5 | -19 | -21 | 1 | -30 | -1 | -41 | 0.9 | -136
CCOC(=O)C1CCN(C(=O)c2ccccc2CCc2ccccc2)CC1 | 0 | 3 | 8 | -4 | 7 | -4 | -16 | -7 | -9 | -0.4 | 11
Cc1ccc(NC(=O)CSc2nc(O)cc(=O)n2C)cc1 | -1 | 15 | 0 | -4 | -39 | 7 | -9 | -2 | -14 | 4.9 | -7
O=C(CCC(=O)Nc1ccccc1)NNS(=O)(=O)c1ccccc1[N+](=O)[O-] | 5 | 20 | 1 | -4 | 1 | -3 | -6 | 1 | 17 | 2.5 | 8
CCOc1ccc(OCc2ccc(C(=O)N3CCCC(C)C3)cc2)cc1 (stereo not given) | 4 | -138 | -23 | -4 | -31 | 13 | -164 | 1 | -7 | -1.1 | -199
COc1ccc(S(=O)(=O)n2c(N)nc3ccccc32)cc1 | . | 14 | -14 | -6 | -6 | 5 | 28 | -4 | . | 4.5 | 25
Cn1cccc1C(=O)OCC(=O)c1ccc(Br)s1 | . | -262 | -13 | -6 | -44 | 9 | -82 | -6 | -49 | -3.4 | -303
CCC(CC)NC(=O)CO/N=C/c1ccc(Cl)cc1Cl | 4 | 8 | -5 | 1 | -6 | -1 | -9 | -2 | 4 | -0.7 | 5
CCc1ccc(Cn2ncc3c(C(=O)O)cc(C)nc32)cc1 | . | 7 | 2 | -2 | -5 | 7 | 19 | 5 | -9 | 7.4 | 16
Cc1nc2ccc(NC(=O)c3ccccc3)cc2s1 | -1 | -206 | 1 | -17 | 3 | -6 | -84 | 5 | -56 | -1.4 | -251
COc1ccccc1N1CCN(S(=O)(=O)CC23CCC(CC2=O)C3(C)C)CC1 (stereo not given) | 1 | 14 | -1 | . | -8 | 6 | -3 | 1 | 2 | -0.3 | 17

Pulled one by one from above, 2 records:
SMILES | NR2E3 ag-1 | HIF-2a block | Cardio protect | CaV13 FRET inh | Shn3 3UTR inh | PDI turbidity | NR2E3 ag-2 | m5-HT2A agonist | TRPM1 prom inh | iPSC survival up | Peg3 promoter
O=C(NCc1ccco1)c1cc(C(=O)C2CCCCC2)c[nH]1 | 4 | -33 | 4 | -6 | -16 | -10 | 10 | -2 | -5 | 4.1 | -12
Cn1cnnc1SCC(=O)OCN1C(=O)c2ccccc2C1=O | -2 | 14 | 1 | -1 | 6 | -1 | -24 | -3 | 5 | 1.7 | 3

Next section:
SMILES | NR2E3 ag-1 | HIF-2a block | Cardio protect | CaV13 FRET inh | Shn3 3UTR inh | PDI turbidity | NR2E3 ag-2 | m5-HT2A agonist | TRPM1 prom inh | iPSC survival up | Peg3 promoter
Cc1nc(Cc2nnc(SCC(=O)N3CCN(c4ccccc4)CC3)o2)cs1 | . | 4 | -6 | -6 | 2 | 15 | 4 | -4 | 0 | -0.2 | 8
COc1ccccc1CNc1nc2nc(C)c(Cl)c(=O)n2[nH]1 | -3 | 13 | 5 | -4 | -6 | 0 | -3 | -4 | 11 | -1.6 | 4
CC(C)(C)C(=O)CSc1nc2ncc(Br)cc2[nH]1 | 2 | -51 | 8 | . | 11 | -3 | -11 | -3 | 16 | -2.2 | -42
CCCC(NCC(=O)Nc1cc(S(=O)(=O)N2CCOCC2)ccc1OC)c1ccccc1 (stereo not given) | 0 | 25 | 2 | -2 | 11 | -1 | -5 | -2 | 13 | -0.6 | 16
Cc1nnc(SCC(=O)N2CCc3ccccc32)s1 | -3 | -68 | 0 | -5 | -14 | 3 | -41 | -4 | -17 | -2.7 | -51
Cc1ccc(NP(=O)(Nc2ccc(C)cc2)Nc2ccc(C)cc2)cc1 | 1 | 19 | -7 | 11 | 29 | -12 | 2 | 0 | 11 | 0.1 | 17
COc1ccc2cc(C(c3nnnn3C3CCCC3)N3CCCCCC3)c3nnnn3c2c1 (stereo not given) | 1 | 7 | -5 | -5 | 16 | -7 | -5 | -1 | -9 | 0.6 | 13
CCCCCNc1nc(-c2ccccc2)nc(-n2ccnc2)n1 | -1 | 14 | 1 | -4 | -4 | 3 | -34 | 0 | 0 | 0.7 | -1
COc1ccc(-c2c(C(F)(F)F)nn(C)c2NC(=O)c2cccnc2)cc1 | 0 | 26 | 10 | -4 | 4 | -2 | -23 | -3 | -5 | 0.0 | 6
COc1ccc(C=C(c2ccc(OC)cc2)c2ccc(OC)cc2)cc1 | -3 | -30 | 27 | -5 | -2 | -8 | -4 | -3 | -1 | -3.2 | -4
N/C(=N\C(=S)Nc1ccccc1)c1ccccc1 | -8 | -359 | -8 | -15 | -83 | 2 | -148 | 0 | -145 | -0.1 | -300
C#CC(CC)(CC)NC(=O)Nc1ccccc1C(=O)OC | 3 | 9 | -2 | -8 | 6 | 13 | -9 | 2 | 5 | -0.1 | -1
CC(=O)N1CCc2c(sc(NC(=O)c3cccc(N4C(=O)CCC4=O)c3)c2C(N)=O)C1 | 3 | 14 | -1 | -11 | -13 | -7 | -20 | 10 | 2 | 0.5 | 5

High-throughput results from PubChem.
